Compound activity: PubChem BioAssay, several laboratories
HSF1 inhib – HSF1 inhibitors in luciferase reporter cells, primary screen, cell-based, NIH3T3, luminescence | AID 2098, 2009 | 300,000 compounds, 0.77% hits | activity change, negative = inhibition, % at 7.5 µM (by protocol) | NIH3T3-HGL HSE-luciferase, MG132-induced, luminescence 8 h; hits give low values;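 active = more than half of replicate wells show activity change below -50%, luminescence cut by over half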;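 also: luciferase reports HSF-1 transcriptional activity via heat shock element; 0% = median of DMSO wells and -100% = zero luminescence signal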
aSyn 5UTR inh – MLPCN primary screen, SNCA 5' untranslated region; alpha-synuclein 5'UTR reporter, inhibitor activity; inhibition, % (tested at 7.5 µM); 300,000 compounds, 0.82% hits; in the data active = inhibition above about 60%;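 also: H4 neuroglioblastoma cells stably carrying SNCA 5'UTR luciferase fusion; 0% = DMSO wells and 100% = positive control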
AI-2 QS mod – Vibrio harveyi AI-2 quorum sensing modulators, primary screen, JMH597 strain, luminescence/OD600 ratio | activity change, % at 7.5 µM | 300,000 compounds, 0.4% hits | Vibrio harveyi JMH597 AI-2 luminescence/OD600 ratio, 9 h; hits give low values; strain lacks LuxN and CqsS sensors; 0 = neutral-control median; in the data active = activity change below about -75%, passing the limit was not always enough;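 also: luminescence divided by OD600 gain over 9 h not by final OD600 alone; inactives centre near 13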
HIF activator – HIF pathway transcriptional activators, primary screen, cell-based, U2OS HRE-luciferase, luminescence | U2OS HRE-luciferase reporter; normalized: DMSO 0%, desferrioxamine 100% | activation, % at 7.5 µM (by protocol) | 300,000 compounds, 0.32% hits;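 active = mean activation of at least 10% of the iron chelator positive control signal, with at least half of replicates also reaching 10%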
KLF5 inh – KLF5 expression inhibitors, primary screen, DLD-1 cells, luminescence. DLD-1 KLF5 promoter-luciferase reporter. inhibition, % at 5 µM. 290,000 compounds, 0.23% hits. AID 1700, 2009;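 active = inhibition above a per-plate limit of that plate's mean compound inhibition plus 3 SD, cut at about 60% in these data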;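 also: 0% = DMSO wells and 100% = LY294002 at 200 µM; higher means less KLF5 promoter-driven luciferase light; inactives centre near -14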
HSF-1 act – HSF-1 activators, primary screen, NIH3T3-HGL cells, MG132 stress, luminescence, single point; AID 504408, 2011; 300,000 compounds, 1.7% hits; NIH3T3-HGL HSF-1 luciferase reporter, 8 h; 100% = twice DMSO control signal; activation, % at 9 µM;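 active = mean replicate activation of at least 50% with a set share of replicates each reaching 50%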;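 also: 0% = median of the neutral control wells and 100% = twice that signal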
IEC-6 tox – cytotoxicity in IEC-6 intestinal epithelial cells, primary screen, cytotoxicity control for KLF5 inhibitor project, cell-based, luminescence; inhibition, % at 5 µM; IEC-6 cytotoxicity, luminescence viability; 290,000 compounds, 0.78% hits; in the data active = inhibition above about 22%;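 also: 0% = plate median of test compound wells and 100% = cytotoxic reference compound wells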
GSK3 alpha inh – blockers of GSK3A enzyme activity – biochemical, luminescence, cell-free homogeneous, HTS, primary screen | GSK-3 alpha kinase, ADP-Glo luminescence, 60 min | 320,000 compounds, 0.1% hits | inhibition, % at 10 µM | Glycogen synthase kinase-3 alpha (Homo sapiens), P49840;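 in the data active = inhibition above about 50%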;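 also: GST-tagged GSK-3 alpha with peptide substrate and 25 µM ATP; 0% = DMSO neutral wells and 100% = GW8510 positive control wells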
Target sequence (P49840 whole entry, looked up): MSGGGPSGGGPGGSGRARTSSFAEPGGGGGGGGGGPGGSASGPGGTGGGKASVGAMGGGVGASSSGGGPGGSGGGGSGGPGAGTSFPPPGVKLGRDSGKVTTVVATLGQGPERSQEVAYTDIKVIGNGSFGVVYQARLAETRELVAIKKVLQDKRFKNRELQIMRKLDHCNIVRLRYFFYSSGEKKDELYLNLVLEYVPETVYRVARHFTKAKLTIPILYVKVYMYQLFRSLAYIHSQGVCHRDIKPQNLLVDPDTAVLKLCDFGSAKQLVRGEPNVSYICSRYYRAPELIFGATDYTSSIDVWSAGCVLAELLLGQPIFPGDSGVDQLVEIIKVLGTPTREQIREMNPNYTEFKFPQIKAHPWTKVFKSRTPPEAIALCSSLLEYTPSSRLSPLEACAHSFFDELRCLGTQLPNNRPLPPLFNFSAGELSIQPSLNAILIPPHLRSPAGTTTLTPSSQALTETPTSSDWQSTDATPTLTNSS
GSK3beta inhib – human GSK3beta kinase inhibitors, primary screen, biochemical, cell-free homogeneous, HTS; 300,000 compounds, 0.038% hits; AID 2097, 2009; GST-GSK3beta kinase, ADP-Glo luminescence, 60 min; hits give low values; activity score (negative = inhibition), % at 10 µM;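 active = more than half of replicate wells score below -50%, meaning over 50% inhibition versus plate controls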;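 also: 0% = median DMSO wells and -100% = median GW8510 positive control wells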
Target sequence (P49841 whole entry, looked up): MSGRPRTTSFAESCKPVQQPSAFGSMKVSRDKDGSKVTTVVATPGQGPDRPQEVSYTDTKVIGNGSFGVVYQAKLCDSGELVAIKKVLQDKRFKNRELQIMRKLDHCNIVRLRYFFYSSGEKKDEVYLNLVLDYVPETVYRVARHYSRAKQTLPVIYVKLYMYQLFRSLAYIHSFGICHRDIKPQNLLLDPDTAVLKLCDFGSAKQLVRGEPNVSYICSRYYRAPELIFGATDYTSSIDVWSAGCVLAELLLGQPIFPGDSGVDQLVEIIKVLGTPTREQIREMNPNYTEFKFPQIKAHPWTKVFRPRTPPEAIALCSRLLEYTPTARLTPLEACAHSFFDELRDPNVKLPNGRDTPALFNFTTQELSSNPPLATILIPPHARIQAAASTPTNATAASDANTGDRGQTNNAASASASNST
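Assay system: GST-fused GSK3beta enzyme, cell-free / Medium: Tris pH 7.5 buffer with MgCl2, DTT, BSA, heparin / Also added: peptide substrate plus 25 µM ATP (final) / Compound: 10 µM single point / Timing: kinase reaction with compound 60 min at room temperature / Detection: ADP-Glo luminescence / Benchmarks: DMSO neutral wells and GW8510 at 20 µM as positive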
HSP90 inh – HSP90 inhibitors, primary screen, cell lysate, luminescence; 290,000 compounds, 0.91% hits; inhibition, % at 5.6 µM; Rabbit reticulocyte lysate, luciferase refolding luminescence, 3 h;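 active = inhibition above the screen-wide mean plus 3 SD, computed separately per campaign, cut at about 16% in these data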;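 also: 0% = DMSO wells and 100% = 60 µM geldanamycin wells; inhibitors lower the luminescence because luciferase stays unfolded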
Active calls of the source: *; . = no result given.

1) CC(c1nccs1)N(C)C(=O)c1cn(Cc2cccc3ccccc23)nn1 (centres undefined)
2) CC(O)C(=O)N/N=C/c1cccc2ccccc12 (centres undefined)
3) O=C1CC(Cc2ccc(Cl)cc2)C(=O)N1c1ccncc1 (centres undefined)
4) O=C(Nc1cccc(C(=O)O)c1)/C(=C/c1ccccc1)NC(=O)c1cccc(Br)c1
5) O=C(c1ccc(NC2=NC3CS(=O)(=O)CC3S2)cc1)N1CCN(c2ccc([N+](=O)[O-])cc2)CC1 (centres undefined)
6) Cc1ccc(/C=N/NC(=O)C(NC(=O)c2ccccc2)c2n[nH]c(=O)c3ccccc23)cc1 (centres undefined)

compound no. | 1 | 2 | 3 | 4 | 5 | 6
HSF1 inhib | -4 | -1 | 9 | -1 | -2 | -6
aSyn 5UTR inh | -86 | -2 | -2 | 2 | 0 | -3
AI-2 QS mod | 17 | 9 | 34 | 23 | 18 | -20
HIF activator | 4.2 | 0.2 | -0.1 | 0.2 | -0.6 | 0.8
KLF5 inh | -52 | -17 | -17 | . | -32 | -35
HSF-1 act | 10 | 3 | 8 | -10 | 6 | 1
IEC-6 tox | 2 | 4 | 8 | . | -2 | -5
GSK3 alpha inh | 2 | . | 4 | -3 | -2 | 0
GSK3beta inhib | 1 | 1 | 1 | 5 | -2 | 1
HSP90 inh | 1 | 3 | 5 | . | -1 | -1

7) Cc1cc(C)c(C)c(S(=O)(=O)N2CCC(C(=O)N3CC(C)CC(C)C3)CC2)c1C (centres undefined)
8) Cc1onc(-c2c(Cl)cccc2Cl)c1/C(N)=N/OC(=O)C1CC1
9) Cc1cc(NC(=O)/C=C/C(=O)N(CC(=O)NC2CCCC2)c2cccc3ccccc23)no1
10) CC#CC(=O)N1CCC(C(=O)Nc2ccc(Oc3ccccc3)nc2)CC1
11) Cc1cc(C)c(C)c(OCCOCCN2CCN(C)CC2)c1
12) Cc1ccccc1N1CCN(C2CCCN(C(=O)CCC(F)(F)F)C2)CC1 (centres undefined)

compound no. | 7 | 8 | 9 | 10 | 11 | 12
HSF1 inhib | -8 | -6 | 7 | 4 | -12 | -8
aSyn 5UTR inh | 19 | 5 | -1 | -175 | -13 | 14
AI-2 QS mod | 12 | 18 | 13 | 15 | 18 | -4
HIF activator | 0.2 | -0.3 | -0.7 | 2.3 | 1.1 | 1.1
KLF5 inh | . | -31 | -3 | -79 | -18 | -20
HSF-1 act | -13 | -12 | 20 | 20 | -21 | -18
IEC-6 tox | . | -1 | 5 | -7 | -2 | -3
GSK3 alpha inh | -2 | 1 | -3 | 0 | -2 | .
GSK3beta inhib | 1 | 5 | -4 | 0 | -24 | 1
HSP90 inh | . | 6 | 2 | -7 | 0 | -1

13) CCN1CCN(CCCNC(=O)c2cc3c(=O)[nH]c4ccccc4c3s2)CC1
14) C/C=C/c1ccc(OCCN2C(=O)NC(C)(C)C2=O)c(OC)c1
15) COc1ccc(C(=O)N2CCN(C)C(=O)[C@@H]2C)cc1OC1CCN(C(C)=O)CC1
16) COC(=O)c1cc(OC)c(OC)c(OC)c1N
17) O=C(O)c1cc(NS(=O)(=O)c2ccc(NC3CCCCC3)c([N+](=O)[O-])c2)cc(C(=O)O)c1
18) Nc1nsnc1C(=O)NCCO

compound no. | 13 | 14 | 15 | 16 | 17 | 18
HSF1 inhib | 11 | . | -3 | 6 | -3 | -5
aSyn 5UTR inh | -18 | 24 | 2 | 10 | 6 | 4
AI-2 QS mod | 2 | 3 | 16 | 23 | 19 | 36
HIF activator | 0.2 | -0.4 | -0.5 | -2.9 | -0.6 | 0.3
KLF5 inh | -20 | -2 | -11 | -9 | -49 | 1
HSF-1 act | 17 | . | 2 | 0 | -1 | 3
IEC-6 tox | 1 | 2 | -9 | 3 | -2 | 2
GSK3 alpha inh | 4 | -1 | 1 | -1 | -2 | 2
GSK3beta inhib | 0 | -1 | 5 | -1 | 2 | -9
HSP90 inh | 3 | -1 | -1 | 3 | -3 | 4

19) CCC1CCCCN1C(=O)c1ccc(OC2CCN(C(=O)C3CC3)CC2)cc1 (centres undefined)
20) O=C(Nc1cccc(-c2cscn2)c1)C1CCN(Cc2ccccn2)CC1
21) COC(=O)C1CCN(C(=O)Cc2ccccc2OC)CC1
22) O=[N+]([O-])c1ccc(N/N=C/c2c[nH]c3ccccc23)c(S(=O)(=O)Nc2ccc(Cl)cc2)c1
23) O=C(O)C1CCCCC1C(=O)NCCc1c[nH]c2ccccc12 (centres undefined)
24) CCOc1ccc(/C=N/NC(=O)c2cc(-c3ccco3)nc3ccccc23)cc1

compound no. | 19 | 20 | 21 | 22 | 23 | 24
HSF1 inhib | 3 | -1 | -3 | 2 | 2 | 22
aSyn 5UTR inh | 1 | 5 | 20 | 25 | 6 | -8
AI-2 QS mod | 37 | 31 | 0 | 21 | 8 | 10
HIF activator | -0.2 | -0.8 | -0.3 | 0.1 | 0.1 | 0.7
KLF5 inh | -8 | 0 | -40 | -26 | -22 | -3
HSF-1 act | 3 | 4 | 14 | 8 | -6 | 23
IEC-6 tox | -1 | -14 | 2 | -5 | 3 | -2
GSK3 alpha inh | -1 | . | 1 | 0 | -1 | 0
GSK3beta inhib | -1 | -4 | 4 | -3 | 2 | 1
HSP90 inh | 2 | 2 | 4 | 4 | 1 | 5

25) CC(C)(C)n1ncc2c(=O)n(CC(=O)NCc3ccccc3)cnc21
26) COc1cccc(CNc2ccc3c(c2)nc(C)n3C)c1OC
27) COCCCNc1nc2ccccc2nc1NS(=O)(=O)c1cccs1
28) CC(C)C(Nc1ncnc2c1oc1ccccc12)C(=O)O (centres undefined)
29) Cc1ccc(NC(=O)CN(C)Cc2ccc(Cl)cc2)cc1
30) c1ccc2c(c1)CCN(c1nc3ccccc3n3cnnc13)C2

compound no. | 25 | 26 | 27 | 28 | 29 | 30
HSF1 inhib | 19 | -3 | -3 | -6 | 2 | 21
aSyn 5UTR inh | -58 | -54 | -3 | 8 | 10 | -122
AI-2 QS mod | 16 | 0 | 11 | 52 | 15 | 35
HIF activator | 0.9 | 3.6 | 0.6 | 0.8 | -1.0 | 0.9
KLF5 inh | -195 | -60 | 1 | -2 | -3 | -2
HSF-1 act | 22 | 10 | 1 | -13 | 7 | 39
IEC-6 tox | 2 | 5 | 0 | 3 | -4 | 7
GSK3 alpha inh | -3 | 1 | 0 | -1 | -4 | 6
GSK3beta inhib | -3 | -5 | -2 | 2 | 1 | 1
HSP90 inh | 21* | 2 | -5 | 1 | -3 | 1

31) CCn1nc(CC(=O)Nc2nnc(CC(=O)N3CCCCC3)s2)c2ccccc2c1=O
32) CC(C)(C)NC(=O)NC(=O)CN1CCN(S(=O)(=O)c2ccc3c(c2)CCCC3)CC1
33) C=CCOc1cccc(C2C(C(=O)c3ccc(C)o3)=C(O)C(=O)N2c2nnc(C)s2)c1 (centres undefined)
34) COCCNC(=S)Nc1ccccc1[N+](=O)[O-]
35) CCCCN(C(=O)c1cc(Cl)nc2ccccc12)c1c(N)n(Cc2ccccc2)c(=O)[nH]c1=O
36) N#CCC(CNc1ncc(C(F)(F)F)cc1Cl)OC(=O)c1cccc(C(F)(F)F)c1 (centres undefined)

compound no. | 31 | 32 | 33 | 34 | 35 | 36
HSF1 inhib | -2 | 2 | -1 | 7 | 3 | 11
aSyn 5UTR inh | 8 | 15 | -21 | 2 | 13 | -28
AI-2 QS mod | 34 | 3 | 32 | 18 | 33 | 2
HIF activator | -3.4 | -0.2 | 3.1 | -0.4 | -0.7 | .
KLF5 inh | -11 | . | . | -28 | . | 0
HSF-1 act | 2 | 5 | -4 | 1 | -8 | 32
IEC-6 tox | 2 | . | . | -5 | . | 6
GSK3 alpha inh | . | 14 | -1 | -2 | -2 | -3
GSK3beta inhib | 1 | -1 | 6 | 2 | -4 | 1
HSP90 inh | 2 | . | . | 1 | . | 2

Part of the list above in another layout:
Value order – HSF1 inhib | aSyn 5UTR inh | AI-2 QS mod | HIF activator | KLF5 inh | HSF-1 act | IEC-6 tox | GSK3 alpha inh | GSK3beta inhib | HSP90 inh
(27) COCCCNc1nc2ccccc2nc1NS(=O)(=O)c1cccs1
    -3 | -3 | 11 | 0.6 | 1 | 1 | 0 | 0 | -2 | -5
(36) N#CCC(CNc1ncc(C(F)(F)F)cc1Cl)OC(=O)c1cccc(C(F)(F)F)c1 (centres undefined)
    11 | -28 | 2 | . | 0 | 32 | 6 | -3 | 1 | 2
(16) COC(=O)c1cc(OC)c(OC)c(OC)c1N
    6 | 10 | 23 | -2.9 | -9 | 0 | 3 | -1 | -1 | 3
(28) CC(C)C(Nc1ncnc2c1oc1ccccc12)C(=O)O (centres undefined)
    -6 | 8 | 52 | 0.8 | -2 | -13 | 3 | -1 | 2 | 1
(29) Cc1ccc(NC(=O)CN(C)Cc2ccc(Cl)cc2)cc1
    2 | 10 | 15 | -1.0 | -3 | 7 | -4 | -4 | 1 | -3

Going on with the list:
37) O=C(NCc1ccco1)c1noc2c1CCCCC2
38) C/C(=N\OCc1ccc(C#N)cc1)c1cc2ccccc2o1
39) Cc1cc(C)c(C(=O)C(C)OC(=O)Cn2cnc3c2c(=O)n(C)c(=O)n3C)cc1C (centres undefined)
40) CC(CCc1ccccc1)NC(=O)CN1CCOc2ccccc21 (centres undefined)
41) CC1=C(C(=O)Nc2ccccc2)C(c2ccccc2)N2C(=O)CSC2=N1 (centres undefined)
42) CCc1noc(C)c1C(=O)N1CCN(S(=O)(=O)c2cc(C)ccc2C)CC1
43) Cc1cc(C)c2c3c(oc2n1)C(=O)N(c1cccc(Cl)c1)CC(=O)N3
44) CCOC(=O)c1[nH]c(C)c(C(=O)N2CCN(c3ccccc3OC)CC2)c1C
45) c1coc(CNC2C3CC4CC(C3)CC2C4)c1 (centres undefined)

compound no. | 37 | 38 | 39 | 40 | 41 | 42 | 43 | 44 | 45
HSF1 inhib | 13 | -8 | 0 | 6 | -13 | -1 | -4 | -6 | 0
aSyn 5UTR inh | -77 | -38 | 5 | -13 | 8 | 12 | 8 | 0 | 6
AI-2 QS mod | 29 | -4 | 16 | 17 | -6 | 5 | 25 | 14 | 17
HIF activator | 1.8 | 0.3 | -3.8 | -0.1 | -0.2 | -0.4 | -0.3 | -0.3 | 0.1
KLF5 inh | -20 | -40 | . | -25 | -37 | -16 | 8 | -39 | 9
HSF-1 act | 8 | 9 | 34 | 4 | -7 | 2 | -16 | 4 | 0
IEC-6 tox | 4 | -8 | . | 2 | -2 | 4 | 4 | 3 | 0
GSK3 alpha inh | -4 | 2 | 0 | -2 | -5 | -1 | -4 | . | -1
GSK3beta inhib | -1 | 0 | 3 | -1 | 1 | 0 | 3 | -2 | 1
HSP90 inh | -2 | 2 | . | 2 | 5 | -2 | 8 | -3 | 10

The order is random; overall some 4.7% were active at least once.
